Screening data: PubChem, National Center for Advancing Translational Sciences (NCATS)
ERK EGF inh – blocks ERK signaling stimulated by EGF. AID 1454. 130,000 compounds, 0.41% hits. Potency, µM (highest dose often 11.5 µM), inactives show at the top dose activity change, negative = inhibition, actives largely listed as inhibitors. HEK293-V1b, EGF-stimulated phospho-ERK AlphaScreen; active = well fitted inhibition curve with a large enough effect; inconclusive = small, poorly fitted or top-dose-only effect, or effect the other way;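 note: plate controls were stimulated vehicle wells for no effect and unstimulated vehicle basal for full effect; nearly all actives have a fitted effect of over 55% in size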
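Readout: AlphaScreen signal for phosphorylated ERK in lysed HEK293 cells stably expressing V1b. Stimulus 25 nM EGF, 5 min, following 30 min compound exposure. Data scaled to DMSO basal and full EGF activation.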
Starred values were filed as active, the others as inactive; u = inconclusive; & = joins results of further samples; [ ] = remark or other dose. Potency is the fitted concentration of half-maximal effect. Not all compounds are listed, so the mix of outcomes need not match the whole.

SMILES | ERK EGF inh
COCCNC(=O)c1ccc(-n2c(SCc3cc(F)ccc3F)nc3ccccc3c2=O)cc1 | -5.8%
CN1C(=O)CSc2ccc(NC(=O)NCc3ccc(F)cc3)cc21 | -2.4%[57.5 µM]
COc1cc(/C=N/NC(=S)NC2CC3CCC2C3)ccc1O (stereo unspecified) | 3.7%[57.5 µM]
COCCN(C(=O)C(C)C)c1nnc(-c2ccc(C(C)(C)C)cc2)s1 | -3.5%
O=C(Nc1nc2c(s1)CN(Cc1ccccc1)CC2)c1c(F)cccc1F | 2.9%
CCN(CC)c1ccc(/C=N/NC(=O)c2cccc(N3CCCC3=O)c2)cc1 | 4.5%
CC(C)[C@H](NC(=O)OC(C)(C)C)C(=O)N/N=C/c1ccc2nccnc2c1 | -1.8%[57.5 µM]
Cc1ccc(-n2c3nc(=O)[nH]c(=O)c-3cc3c(C)nn(-c4ccccc4)c32)c(C)c1 | 3.7%
CN(C)c1cc[n+](Cc2c(Cl)cccc2Cl)cc1 | 6.0%
CC(=O)Nc1ccc(-c2csc(NCc3ccco3)n2)cc1 | -3.0%
CCOC(=O)/C(C#N)=C/c1cn(CCC(=O)O)nc1-c1cccc(Br)c1 | -8.4%
Cc1cccc(C(=O)Nc2ccc(O)cc2C(=O)O)c1 | -24.1%
CCn1ccnc1CN(C)Cc1cn[nH]c1-c1ccc(F)cc1F | 8.0%
CN1C[C@@H]2C(c3ccc(Cl)nc3)C3(c4ccccc4)CC2(C3)[C@H]1c1ccccc1 (stereo partly specified) | -1.5%
CCc1ccc(-n2c(C)nc3cc(C(=O)NCc4cccnc4)ccc32)cc1 | 1.5%
CC(=O)Nc1ccc(OC(=O)c2ccc(Br)c([N+](=O)[O-])c2)cc1 | -2.4%
O=C(Nc1cccc(NC(=O)c2cccs2)c1)c1ccc2c(c1)OCO2 | -5.9%
CC(C)N(C(=O)COC(=O)c1ccccc1C(=O)c1ccc(Cl)c([N+](=O)[O-])c1)C(C)C | 4.2%
CCOc1ccc(NC(=O)CSC2=NCCN2)cc1 | -2.5%
Cc1ccccc1-n1cc(CNC(=O)CC2C(=O)NCCN2C/C=C/c2ccccc2)cn1 (stereo unspecified) | 12.4%
COCC(=O)Nc1cc(Cl)ccc1C(F)(F)F | -3.4%
CCNc1nc(NCC)n2c(SC(C)C(=O)c3ccc(C)cc3)nnc2n1 (stereo unspecified) | 5.1%
C/C(CCc1ccccc1)=N\NC(=O)c1ccccc1[N+](=O)[O-] | 8.7%
O=C(Cn1c(=O)sc2ccccc21)NCCOc1ccccc1F | 1.1%
CC1(C)CC(=O)C2=C(C1)OC(N)=C(C#N)C2C1CC=CCC1 (stereo unspecified) | 4.6%
CCNc1c2c(nc3ccccc13)CC(C)(C)CC2=O | 0.1%
COc1cccc(C(=O)Nn2c(C)nnc2-n2nc(C)cc2C)c1 | 5.6%
O=[N+]([O-])c1ccc(O)c(/C=N\N=C2c3ccccc3-c3ccccc32)c1 | -5.0%
O=C(Nc1ccc(OC(F)(F)C(F)F)c(NC(=O)c2cccc(F)c2)c1)c1cccc(F)c1 | 2.2%
Cc1cccc(NC(=O)c2ccc(COc3cccc4ccccc34)o2)n1 | -2.2%

As a short view, 14 of the compounds above.
SMILES | ERK EGF inh
O=C(Nc1cccc(NC(=O)c2cccs2)c1)c1ccc2c(c1)OCO2 | -5.9%
CC(C)N(C(=O)COC(=O)c1ccccc1C(=O)c1ccc(Cl)c([N+](=O)[O-])c1)C(C)C | 4.2%
CCOc1ccc(NC(=O)CSC2=NCCN2)cc1 | -2.5%
Cc1ccccc1-n1cc(CNC(=O)CC2C(=O)NCCN2C/C=C/c2ccccc2)cn1 (stereo unspecified) | 12.4%
COCC(=O)Nc1cc(Cl)ccc1C(F)(F)F | -3.4%
CCNc1nc(NCC)n2c(SC(C)C(=O)c3ccc(C)cc3)nnc2n1 (stereo unspecified) | 5.1%
C/C(CCc1ccccc1)=N\NC(=O)c1ccccc1[N+](=O)[O-] | 8.7%
O=C(Cn1c(=O)sc2ccccc21)NCCOc1ccccc1F | 1.1%
CC1(C)CC(=O)C2=C(C1)OC(N)=C(C#N)C2C1CC=CCC1 (stereo unspecified) | 4.6%
CCNc1c2c(nc3ccccc13)CC(C)(C)CC2=O | 0.1%
COc1cccc(C(=O)Nn2c(C)nnc2-n2nc(C)cc2C)c1 | 5.6%
O=[N+]([O-])c1ccc(O)c(/C=N\N=C2c3ccccc3-c3ccccc32)c1 | -5.0%
O=C(Nc1ccc(OC(F)(F)C(F)F)c(NC(=O)c2cccc(F)c2)c1)c1cccc(F)c1 | 2.2%
Cc1cccc(NC(=O)c2ccc(COc3cccc4ccccc34)o2)n1 | -2.2%

(cont.)
SMILES | ERK EGF inh
COc1cc(/C=C(\C#N)C(=O)Nc2ccc3ccccc3c2)c([N+](=O)[O-])cc1OC | 5.7%
Cc1cc(C)nc(NC(=O)Nc2ccc3c(c2)OCO3)c1 | -0.8%
Cc1ccc(/C=C/C(=O)Nc2ccc(S(=O)(=O)Nc3ncccn3)cc2)cc1 | 8.9%
COC(=O)C(NC(=O)c1ccccc1)(Nc1cc(C)cc(C)n1)C(F)(F)F (stereo unspecified) | 5.1%
N#C/C(=C\c1ccc(O)c(Br)c1)C(=O)NCc1ccccc1 | 7.7%
CCC1(c2ccc(F)cc2)NC(=O)N(CC(=O)Nc2ccc(-c3nc4ccc(C)cc4s3)cc2)C1=O (stereo unspecified) | 4.0%
COc1ccc(-c2ocnc2C(=O)NCc2nn(-c3ccccc3)nc2C)cc1 | 1.9%[57.5 µM]
CC1CCCCC1NC(=O)CN1CCN(Cc2ccccc2Cl)C1=O (stereo unspecified) | 10.5%
Cc1ccc(Nc2nc3ccccc3n3nnnc23)cc1 | 3.3%
Cc1noc(C)c1COc1ccc(C(=O)OCC(=O)Nc2cccc(S(=O)(=O)N3CCOCC3)c2)cc1 | 8.6%
COc1ccc(C)cc1Nc1cc(C)nc2ncnn12 | 6.7%
CCc1cccc(NC(=O)c2cc(S(=O)(=O)N(C)C)ccc2N2CCCC2)c1 | 7.8%
Cc1ccc(C2(c3noc(CN(C)Cc4ccccn4)n3)CCCC2)cc1 | 5.5%
CS(=O)(=O)c1nc(-c2ccccc2)c(-c2ccccc2)[nH]1 | 3.6%
Cc1nn(-c2ccccc2)c(Cl)c1/C=C1\SC(=S)N(C)C1=O | u
O=C1c2ccccc2C(=O)N1CN(C(=O)c1ccccc1)c1ccc(O)cc1 | -9.2%
C/C(=N\NC(=O)CSc1nc2ccccc2o1)c1cccc(O)c1 | -1.2%[57.5 µM]
O=C(CCS(=O)(=O)c1ccc(Br)cc1)Nc1ccccn1 | 8.6%
CC(=O)N1CCCN(Cc2cn(-c3cc(C)ccc3C)nc2-c2ccccc2)CC1 | 0.9%
O=C(Nc1ccc(O)c(-c2nc3ccccc3s2)c1)C1=COCCO1 | -3.6%
COc1cc(CN(C2CCCCC2)S(=O)(=O)c2ccc(S(=O)(=O)N(C)C3CCCCC3)cc2)cc(OC)c1OC | 2.5%
Nc1scc[n+]1Cc1cccc2cccnc12 | u
COc1cccc(C(=O)NNC2OC(CO)C(O)C2O)c1 (stereo unspecified) | 4.9%
O=C(N/N=C/c1ccc(Br)s1)c1cccnc1 | 21.4%
O=c1c(-c2ccccc2)nc2cnc(N3CCNCC3)nc2n1Cc1cccs1 | 24.0%
COc1ccc(C(O)(CCc2ccccc2)CCN2CCCCC2)cc1 (stereo unspecified) | 12.3%
COC(OC)c1ccnc(SCc2ccccc2Cl)n1 | -7.5%[57.5 µM]
O=C(O)CSc1nnc(NC(=O)c2ccc3c(c2)OCO3)s1 | 1.2%
Cc1ccc(NC(=O)c2ccc(F)cc2F)cc1NS(C)(=O)=O | -3.7%[57.5 µM]
CCN(CC)CCCNC(=O)Cn1nc([N+](=O)[O-])c(Cl)c1C | -15.9%
CN(CC(=O)Nc1ccccc1Cl)C(=O)CSc1nnc(-c2ccco2)o1 | 0.1%[57.5 µM]
CSCCC(NS(=O)(=O)c1ccc2c(c1)oc(=O)n2C)C(=O)NCc1ccc(C)cc1 (stereo unspecified) | 7.5%[57.5 µM]
CCCCn1c(SCC(=O)NNC(=O)c2ccco2)nnc1-c1ccco1 | 9.4%
CCOC(=O)CN=C(NS(=O)(=O)c1ccc(Cl)cc1)c1ccccc1 | -5.2%
CC(=O)NC1=NC(=O)/C(=C/c2cc(C)n(-c3ccc(NC(C)=O)cc3)c2C)S1 | 3.5%
CNC(=S)Nc1cccc([N+](=O)[O-])c1 | -1.7%
O=C(Nc1ccccc1)Nc1ccc(C(=O)N2CCCC2)cc1 | -1.8%
O=C(/C=C/c1ccc(S(=O)(=O)N2CCOCC2)cc1)N1CCN(c2ccc(F)cc2)CC1 | 7.7%[57.5 µM]
O=C(Nc1cccc(S(=O)(=O)NC2=NCCCCC2)c1)C1COc2ccccc2O1 (stereo unspecified) | -0.2%
Cc1cccc(C(=O)N2CCc3cc(-c4nc(NC(=O)Cn5nnc6ccccc6c5=O)sc4C)ccc32)c1 | 2.8%
O=c1c2[nH]c3ccccc3c2nc2n1CCCS2 | -4.4%[57.5 µM]
CC(=O)Nc1ccc(S(=O)(=O)N2c3ccccc3C(C)=CC2(C)C)cc1 | 1.5%
CCCCN(C(=O)c1cccc(S(=O)(=O)N2CCOCC2)c1)c1c(N)n(CCC)c(=O)[nH]c1=O | -12.9%
CNC(=O)[C@@]1(C)C=C[C@@H](Cc2ccccc2)N1C(C)=O | 9.2%
CCOC(=O)C1=C(N)N(c2ccc(C)cc2)C2=C(C(=O)CCC2)C1c1cccs1 (stereo unspecified) | 2.4%
COc1ccccc1C(=O)N1c2ccccc2Sc2ccccc21 | 3.8%
CCOC(=O)N1CCC2(CC1)C(C#N)=C(N)OC1=C2C(=O)CCC1 | -3.1%
CCO[C@H]1OC(C(N)=O)=C[C@@H](C2CCCCC2)[C@@H]1CCCO | -3.8%[57.5 µM]
Cc1cc(F)ccc1NC(=O)c1ccc(NS(=O)(=O)c2cc(C(C)(C)C)ccc2C)cc1 | -7.3%
COc1ccc(NC(=O)c2cc(-c3ccccc3)nc3c2c(C)nn3-c2ccccc2)c(OC)c1 | 14.7%
Cn1c(SCc2cccc([N+](=O)[O-])c2)nc2c(c1=O)SCC2 | u
O=C(Oc1ccccc1N1C(=O)C2CCCCC2C1=O)c1ccccc1F (stereo unspecified) | 5.0%
Cc1ccc(NC2=C(NC(=O)c3ccccc3)C(=O)c3ccccc3C2=O)cc1Cl | 15.8µM*
O=C(O)C1=C(C(=O)Nc2cccc(C(F)(F)F)c2)CCCC1 | -2.7%
Cc1ccc(OCCC(=O)OCC(=O)Nc2cc(S(=O)(=O)N(C)C)ccc2C)cc1 | 2.6%
CN(C)C(=O)c1ccc(NC(=O)c2cc(-n3cnnc3)ccc2Cl)cc1 | 7.8%
COc1ccc(CCNC(=O)CC2SC(=Nc3cc(C)cc(C)c3)NC2=O)cc1OC (stereo unspecified) | 1.0%
Cc1ccc(C(=O)N2CCCCC2C(=O)O)o1 (stereo unspecified) | -4.5%
Cc1ccc(N2C(=O)CC(Sc3nc(-c4ccccc4)c4cc(Cl)ccc4n3)C2=O)c(C)c1 (stereo unspecified) | 20.8%
CN(C)CC/C=C1\c2ccccc2Sc2ccc(Cl)cc21 | 14.7%

Next records follow:
SMILES | ERK EGF inh
Oc1cc2c(cc1O)CN(C(=S)NCCc1ccc(Cl)cc1)CCC2 | 21.7%&6.4%
O=C(NNc1ccc([N+](=O)[O-])cc1)c1ccccc1F | 1.0%
CCOC(=O)c1c(C)[nH]c2c1-c1ccccc1C(=O)C2=O | -6.6%
O=C(NCc1ccco1)c1cnn2cccnc12 | -10.1%
CCOC(=O)CCC(=O)O[C@H]1C(O[C@@H]2C(C)[C@H](O[C@H]3C[C@@](C)(OC)C(O)C(C)O3)C(C)C(=O)OC(CC)[C@@](C)(O)C(O)[C@H](C)C(=O)C(C)C[C@]2(C)O)OC(C)CC1N(C)C (stereo partly specified) | 6.1%
Cc1cccc(C(=O)N[C@H](C(=O)Nc2nc3ccccc3[nH]2)C(C)C)c1 | 8.3%
COc1ccc(O[C@H]2C=C[C@@H](c3ccccc3)O[C@@H]2COC(=O)CC/C(C)=N/O[C@H](C)c2cn([C@@H]3COC[C@H]3O)nn2)cc1 | -6.3%
O=C(CCC1CCCCC1)NCc1ccccn1 | 15.6%
COCCN(C(=S)Nc1cccc(C)c1)C(C)c1cccs1 (stereo unspecified) | 3.9%
CCCCn1c(N)c(N(CCOC)C(=O)CCc2ccc(OC)cc2)c(=O)[nH]c1=O | 8.3%
CCN(CC)S(=O)(=O)c1ccc(NC(=O)c2cc(-c3ccccc3)nc3ccccc23)cc1 | 3.8%
Cc1cc(C(=O)N/N=C/c2cccn2C)no1 | -6.2%
COCCCNC(=O)Cn1c(=O)n(Cc2ccccc2Cl)c(=O)c2cc(OC)c(OC)cc21 | -2.5%
Cc1[nH]c2ccccc2c(=O)c1C(=O)/C=C/c1ccccc1 | 18.9%[57.5 µM]
CC(=O)Nc1ccc(C2=NN(c3ccccc3)C(c3cccs3)C2)cc1 (stereo unspecified) | 5.7%
Cc1noc(C)c1COC(=O)c1ccc(N(C)C)cc1 | 18.1%
Cc1ccc(S(=O)(=O)N2CCN(c3c([N+](=O)[O-])cc(C(F)(F)F)cc3[N+](=O)[O-])CC2)cc1 | u
Cc1ccccc1/C=N\NC(=O)c1ccc(Cn2cccn2)o1 | 5.8%
O=C1CC(c2ccccc2)=Nc2ccc(Br)cc2N1 | -1.3%
